D2 agonist = HTS Assay for Allosteric Agonists of the Human D2 Dopamine Receptor: Primary Screen for Agonists | activation, % at 2 µM | hit rate 0.53% among 340,000 | D(2) dopamine receptor (Homo sapiens), P14416 | HEK293 T-REx D2 cells, calcium flux agonist mode;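 active means activation over 3 SD above normal in the single-dose calcium agonist read, cut at about 30% in these data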; further: 0% is about no effect
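Agonism scored from kinetic calcium signal (1 read/sec, 180 s) following compound pin transfer, after a 10 s baseline. Cells: HEK293 Trex line expressing inducible D2 receptor coupled to calcium, dye-loaded after overnight culture at 30 C.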
RXFP1 agonist = qHTS Assay for Agonists of the Relaxin Receptor RXFP1; HEK293T-RXFP1 cAMP TR-FRET, 30 min; response scale: percent of porcine relaxin response, buffer zero; Potency, µM (highest dose often 57.5 µM), for inactives: at the highest dose activation, most hits filed as activators; hit rate 0.3% among 370,000; AID 2676, 2010; active means well fitted activation curve with a large enough effect; inconclusive means small, poorly fitted or top-dose-only effect; further: potency means the concentration at half of the fitted maximal effect; on the % scale 0 is the no-effect control and ±100 the full control effect; nearly all actives have a fitted effect of over 60% in size; many of its hits are not listed in these tables
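HEK293 cells stably expressing RXFP1, treated 30 min at 37C with compounds plus PDE4 inhibitor Ro 20174; cAMP measured by HTRF TR-FRET. Normalized to buffer and 29 nM porcine relaxin; EC50 by Hill fit.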
RXFP1 antag = qHTS Assay for Antagonists of the Relaxin Receptor RXFP1; Relaxin receptor 1 (Homo sapiens), Q9HBX9; hit rate 0.59% among 350,000; HEK293-RXFP1, relaxin-stimulated cAMP HTRF, 30 min; active compounds read low; activity change, negative = inhibition, % at 57.5 µM;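 active means activity change of -60% or lower, but not beyond a set lower limit; inconclusive means change between -60% and -40%, or beyond the set limit; inactive means change above -40%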; further: on the % scale 0 is the no-effect control and ±100 the full control effect
D2 antagonist = HTS Assay for Allosteric Antagonists of the Human D2 Dopamine Receptor: Primary Screen for Antagonists | inhibition, % at 10 µM | hit rate 2% among 340,000 | AID 485344, 2010 | D(2) dopamine receptor (Homo sapiens), P14416 | HEK293 TREx D2 cells, calcium flux, dopamine EC80; in the data active means inhibition above about 30%; further: 0% is about no effect
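Overnight-induced (tetracycline, 30 C) HEK293 T-REx cells carrying force-coupled D2 receive a no-wash calcium dye, then compound, then EC80 dopamine at 180 s; signals are read kinetically throughout.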
D1 PAM = Potentiators of Human D1 Dopamine Receptor: qHTS; hit rate 0.036% among 360,000; potentiation, % at 10 µM; D(1A) dopamine receptor (Homo sapiens), P21728; HEK293 TREx D1 cells, calcium flux, dopamine EC20 potentiation; in the data active means potentiation above about 30%; further: 0% is about no effect
Target sequence (P21728 whole entry, looked up): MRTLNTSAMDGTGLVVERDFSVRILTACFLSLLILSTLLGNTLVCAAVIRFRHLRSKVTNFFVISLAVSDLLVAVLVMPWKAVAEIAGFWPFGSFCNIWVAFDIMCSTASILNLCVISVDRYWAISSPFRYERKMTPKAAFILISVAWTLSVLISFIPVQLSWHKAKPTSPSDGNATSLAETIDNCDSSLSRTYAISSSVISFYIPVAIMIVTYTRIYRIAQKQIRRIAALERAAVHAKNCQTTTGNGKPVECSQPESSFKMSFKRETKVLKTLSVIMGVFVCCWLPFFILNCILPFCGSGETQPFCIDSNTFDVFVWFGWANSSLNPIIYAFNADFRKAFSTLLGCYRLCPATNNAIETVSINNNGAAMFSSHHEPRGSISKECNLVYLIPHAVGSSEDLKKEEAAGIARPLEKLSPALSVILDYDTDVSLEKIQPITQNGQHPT
D2 potentiator = HTS Assay for Positive Allosteric Modulators of the Human D2 Dopamine Receptor: Primary Screen for Potentiators; potentiation, % at 10 µM; D(2) dopamine receptor (Homo sapiens), P14416; HEK293 T-REx D2, calcium flux, EC20 dopamine potentiation; hit rate 0.34% among 340,000;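 active means potentiation over 3 SD above the plate norm, cut at about 30% in these data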; further: 0% is about no effect
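Using a no-wash calcium dye in inducible, force-coupled HEK293 Trex cells expressing D2, we tracked fluorescence each second for 180 s after compound, then for 180 s after EC20 dopamine to detect augmented signalling.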
D1 antagonist = Antagonist of Human D 1 Dopamine Receptor: qHTS; HEK293 TREx D1 cells, calcium flux, dopamine EC80; active compounds read low; hit rate 3.2% among 360,000; activity change, negative = inhibition, % at 10 µM; D(1A) dopamine receptor (Homo sapiens), P21728; AID 504652, 2011; in the data active means activity change below about -30%; further: on the % scale 0 is the no-effect control and ±100 the full control effect
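Cells carrying a force-coupled, tetracycline-inducible human D1 receptor report calcium flux. Each well gets a 10 s baseline, compound with 180 s monitoring, then an EC80 dopamine stimulus with a second 180 s kinetic read.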
TRHR enhancer = qHTS for Small Molecule Agonists and Allosteric Enhancers of Human TRH Receptor: Primary Screen for Enhancers | AID 493056, 2011 | Thyrotropin-releasing hormone receptor (Homo sapiens), P34981 | enhancement, % at 2 µM | hit rate 0.66% among 360,000 | TRHR cells, fluo-8 calcium fluorescence, EC20 TRH enhancement; in the data active means enhancement above about 30%; further: 0% is about no effect
Target sequence (P34981 whole entry, looked up): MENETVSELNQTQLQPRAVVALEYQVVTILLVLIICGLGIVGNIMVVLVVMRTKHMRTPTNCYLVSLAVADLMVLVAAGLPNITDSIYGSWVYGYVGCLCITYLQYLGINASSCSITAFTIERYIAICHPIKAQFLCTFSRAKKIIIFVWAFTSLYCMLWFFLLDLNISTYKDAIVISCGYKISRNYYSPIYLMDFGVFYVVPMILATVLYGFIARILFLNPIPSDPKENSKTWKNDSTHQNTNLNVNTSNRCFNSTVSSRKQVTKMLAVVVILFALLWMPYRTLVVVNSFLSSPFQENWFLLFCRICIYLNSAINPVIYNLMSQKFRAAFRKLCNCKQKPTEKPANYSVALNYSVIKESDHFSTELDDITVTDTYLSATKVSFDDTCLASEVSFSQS
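TRHR-expressing cells loaded with fluo-8 calcium dye were read kinetically (ex 480/em 530) during compound addition, then stimulated with an EC20 of TRH (10 nM final). Enhancement of the Gq-mediated intracellular calcium response was scored.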
D1 ag = Allosteric Agonists of the Human D1 Dopamine Receptor: qHTS | HEK293 T-REx D1 cells, calcium flux, agonist mode | D(1A) dopamine receptor (Homo sapiens), P21728 | AID 504660, 2011 | hit rate 1% among 360,000 | activation, % at 2 µM; in the data active means activation above about 30%; further: 0% is about no effect
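Agonism was scored from calcium flux recorded over 180 s (1 read/s) after pintool compound addition, following a 10-cycle baseline. Cells were inducible force-coupled HEK293 TREx D1, plated overnight at 30 C and loaded with no-wash calcium dye.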
* = called active by the depositor; ? = inconclusive; / = not tested or not shown; & = joins results of further samples.

Value order: D2 agonist	RXFP1 agonist	RXFP1 antag	D2 antagonist	D1 PAM	D2 potentiator	D1 antagonist	TRHR enhancer	D1 ag
Cc1ccc(-n2nc(C)c(C(=O)NCCCN3CCN(c4cccc(Cl)c4)CC3)c2-n2cccc2)cc1
    7.9	2.5%	15	/	-1	-16	-1	10	3
O=C(OC1CCOC1=O)c1ccc(Cl)c(S(=O)(=O)N2CCCCC2)c1 (configuration not stated)
    0.0	2.0%	-8	7	-1	1	4	-3	3
Cc1cc(NC(=S)NC(=O)c2ccco2)c2ccccc2n1
    -1.1	2.5%	-38	-10	-8	5	8	-5	5
Cc1ccc(NC(=O)CCNC(=O)c2ccccc2Cl)nc1
    0.2	-0.5%	-2	1	0	0	-25	-6	6
COCc1ccc(C(=O)N(C)CC2CCCN(CCc3ccc(Cl)cc3)C2)o1 (configuration not stated)
    -0.8	-0.2%	-10	13	-5	8	-1	-5	3
CC(=O)Nc1ccc(NC(=O)C(C)OC(=O)c2c(C)nn(-c3ccccc3)c2Cl)cc1 (configuration not stated)
    -1.1	0.1%	-9	12	/	6	-1	-1	2
O=C(CNC(=O)c1ccco1)OCC(=O)c1ccc([N+](=O)[O-])cc1
    -0.3	1.0%	14	-32	3	26	-6	17	2
Cc1cccc(Cl)c1OCCCN1CCOCC1
    0.1	1.4%	-17	-6	-3	9	8	-2	2
O=C(COC(=O)C1CCC1)Nc1cccc(Cl)c1
    0.1	0.1%	?	9	-1	-6	-3	-3	3
Cc1cccc(OCC(=O)N(Cc2ccc(F)cc2)C2CCS(=O)(=O)C2)c1C (configuration not stated)
    -0.1	0.5%	-2	-5	13	12	9	0	5
Cn1c(SCC(=O)c2ccccc2)nnc1-c1cccc(N)c1
    -0.3	1.3%	1	-9	-1	0	-7	3	0
CC1(C)OC(=O)N(CCC(=O)Nc2cccc(F)c2)C1(C)O (configuration not stated)
    -0.5	-0.1%	6	20	1	-3	27	5	1
COc1ccc(C(=O)Nc2ccc(-c3cc(C(F)(F)F)nn3-c3ccccc3)cc2)cc1OC
    1.7	3.7%	6	/	1	7	-12	-8	8
Cc1cccc(NC(=O)CCc2c(C)nc3c(c(C)nn3C(C)(C)C)c2C)c1C
    1.0	-1.6%	/	/	3	20	-1	-2	-1
CC(=O)Nc1ccc(S(=O)(=O)Nc2nc3ccc([N+](=O)[O-])cc3s2)cc1
    1.4	1.3%	0	-23	-4	10	7	2	4
O=C(CN1C(=O)C2CCCCC2C1=O)NC1CCCc2ccccc21 (configuration not stated)
    -0.1	2.7%	-9	-24	-4	-5	-20	-5	6
COc1ccc(S(=O)(=O)N(CC(=O)NC2CC2)C2CCCCC2)cc1Cl
    0.0	2.8%	11	3	-3	-4	-6	-6	8
CCCCNc1nc2c(c(=O)n(C)c(=O)n2C)n1CCC
    -1.8	0.0%	/	-13	0	2	3	2	3
COc1ccc(NC(=O)c2c(-c3ccc(C)cc3)nnc3ccccc23)c(OC)c1
    -0.2	-0.3%	-19	/	-3	1	15	4	2
COCCNC(=O)C(c1cccc(OC)c1)N(Cc1cccs1)C(=O)Cn1nnc2ccccc21 (configuration not stated)
    -0.3	-0.2%	4	-24	-10	5	-6	-5	0
COc1ccc(C(=O)N/N=c2\oc3ccccc3cc2C(N)=O)cc1
    -0.9	-2.3%	1	-14	2	-1	0	-9	2
CCOc1ncccc1C(=O)Nc1cccc(S(=O)(=O)N2CCCCC2)c1
    0.3	4.9%	-8	-27	-4	6	5	15	2
COc1cc(/C=C(\C#N)c2nc3ccc(C)cc3[nH]2)cc([N+](=O)[O-])c1O
    -1.0	-3.0%	-19	-11	1	-2	-5	3	0
CCOC(=O)/C(=N\Nc1cc(Cl)ccc1Cl)N1CCN(CC)CC1
    -0.6	-0.6%	-11	-11	-1	-2	10	-2	3
Cc1ccc(/C=C/c2onc(C)c2S(=O)(=O)N2CCC(C(=O)N3CC(C)Oc4ccccc43)CC2)cc1 (configuration not stated)
    2.3	2.8%	5	/	-5	-4	-22	-2	9
O=C(CNC(=S)N(Cc1ccccc1)Cc1ccccc1F)NCc1ccccc1
    0.0	9.1%	-39	9	10	-5	11	-5	2
Nc1nc(SCC(=O)c2cc(F)ccc2F)n[nH]1
    0.2	1.5%	4	2	-9	-6	-1	11	3
O=C(Nc1ccc(S(=O)(=O)N2CCc3ccccc3C2)cc1)C1CCCO1 (configuration not stated)
    0.4	1.3%	6	11	-7	-15	-4	-3	4
CCCN(CCC)CCNC(=O)c1cc2c(C)nc3ccccc3c2o1
    2.8	0.9%	-4	-6	1	-16	5	-2	-1
COc1ccc2occ(CC(=O)Nc3ccc(S(=O)(=O)Nc4nccc(C)n4)cc3)c2c1
    -0.2	-1.3%	-15	/	1	-7	0	-3	-1
COc1ccccc1N1CCN(C(=O)c2cc3sccc3n2C)CC1
    -0.5	2.2%	8	-1	-2	-4	-4	-2	0
CCN(CCO)Cc1cc(=O)oc2c(C)c(C)ccc12
    -0.6	4.8%	-13	-5	-3	2	3	-8	2
COc1ccc(-n2c(=O)c3ccccc3n(CC(=O)Nc3cc(C)on3)c2=O)cc1OC
    -2.5	0.9%	6	-12	0	-3	10	-1	4
O=C(Cn1cc(SCc2cccc(Cl)c2)c2ccccc21)N1CCOCC1
    0.7&-0.5	-0.6%&1.2%	-27&0	3	-2&-6	-7&-3	-11&-7	-8&-6	1&11
CC(C)OC(=O)c1c(NC(=O)Cn2cnc([N+](=O)[O-])n2)sc2c1CCCC2
    -0.1	0.1%	-8	4	-9	19	1	-1	2
COc1ccccc1NS(=O)(=O)c1cc(C(=O)NCC(C)(C)N2CCOCC2)ccc1C
    0.0	2.5%	?	-1	4	-5	5	-1	1
CCn1cc(C(=O)NCC(C)C)c(=O)c2cc(F)c(N3CCN(C)CC3)cc21
    1.3	7.8%	-4	4	-8	15	-10	3	0
O=C(CNC(=O)c1ccccc1)OCc1cc(=O)n2cc(Br)ccc2n1
    3.6	?	9	4	-3	2	-1	1	0
O=C(CCN1CCCCC1)Nc1ccccc1
    -0.6	-1.7%	8	11	-1	-14	-23	-4	3
CCOC(=O)c1c(C)nc2c(c1-c1ccc(Cl)cc1)C(=O)CC(C)(C)C2
    0.0	1.2%	-6	1	4	-5	6	-1	4
COC(=O)Cc1c(C)c2ccc(OCC(=O)N3CCCC(C)C3)c(C)c2oc1=O (configuration not stated)
    -0.1	2.2%	3	7	1	-2	-17	17	13
CCCN1C(=O)c2[nH]nc(-c3ccc(F)cc3)c2C1c1ccc(O)c(OCC)c1 (configuration not stated)
    /	1.1%	-10	/	-2	4	9	4	0
COc1cc(C2CC(=O)c3c(ccc4ccccc34)N2)ccc1O (configuration not stated)
    /	0.6%	-2	/	4	/	18	-4	5
CCC1CCCCN1S(=O)(=O)c1ccc2c(c1)CCCN2C(C)=O (configuration not stated)
    0.8	-1.2%	-9	/	-4	0	5	0	3
O=C(NCc1cccnc1)C1CC(c2ccc(F)cc2)=NO1 (configuration not stated)
    1.6	-2.8%	-6	-1	-6	-7	-31*	-2	3
Cc1sc2nc3ccc(N4CCCC4)nn3c(=O)c2c1C
    0.2	?	/	-9	3	-10	-5	-2	2
O=C1CCC(=O)N(O)CCCCCNC(=O)CCC(=O)N(O)CCCCNC(=O)CCC(=O)N(O)CCCCCN1
    -0.6	3.7%	4	17	-7	5	22	-3	4
CCCc1nc(SCC(=O)N2CCN(c3ccccc3)CC2)c2c(=O)n(C)c(=O)n(C)c2n1
    0.2	-3.3%	-3	6	2	-7	-6	1	2
Cn1nc(-c2ccc(C(=O)N3CCN(CCO)CC3)cc2)c2ccccc2c1=O
    0.1	0.7%	9	-4	-4	-6	-8	10	1
O=C(NC1CCCCC1)C(c1ccc(O)c(O)c1)N(C(=O)Cn1nnc2ccccc21)c1cccc(O)c1 (configuration not stated)
    2.0	-0.1%	-1	-8	0	3	-4	7	3
CNc1nc2c(C)cccn2c(=O)c1C=Nc1ccc(OC)cc1
    0.3	-2.5%	1	4	-2	-6	4	2	1
O=C(O)CC1NCCc2ccccc21 (configuration not stated)
    /	2.1%	10	/	1	/	-6	-7	2
COc1c2occc2c(OC)c2c(=O)cc(C(F)(F)C(F)(F)F)oc12
    /	0.0%	-12	/	0	/	8	-7	2
Cc1ccsc1C(=O)OCC(=O)NCCC1=CCCCC1
    0.7	-1.7%	2	12	7	-12	10	-3	2
CCc1ccc(CCC(=O)Nc2sc(C)c(C)c2C(=O)OC)o1
    1.0	1.4%	-17	-8	-5	-6	/	8	1
CCN(c1ccccc1)S(=O)(=O)c1ccc(NC(=O)c2cc(=O)c3cc(C)c(C)cc3o2)cc1
    0.3	0.2%	-7	/	-1	1	-3	5	0
O=C(Cn1nc(-c2ccccc2)c2ccccc2c1=O)Nc1ccc(F)cc1
    0.9	-0.9%	7	14	1	-7	51	-3	8
CC(=O)c1ccc(NC(=O)CSc2ccc(-c3ccc(-n4cccn4)cc3)nn2)cc1
    0.0	0.5%	17	-10	-1	-12	23	6	1
C=CCOC(=O)C1=C(C)N=C2SCCC(=O)N2C1/C=C/c1ccccc1 (configuration not stated)
    -1.2	0.5%	-2	6	-1	12	8	4	9
COc1ccccc1-c1noc(-c2ccc(N3CCN(c4ccccc4)CC3)c([N+](=O)[O-])c2)n1
    /	0.6%	/	/	-3	-5	3	-4	4
CCOc1ccc(OCC)c(NC(=O)Cn2ncc3c4ccccc4n(Cc4ccccc4)c3c2=O)c1
    0.1	-0.1%	-3	/	-3	1	7	0	3

In a second layout: 2 of the compounds above.
structure | D2 agonist | RXFP1 agonist | RXFP1 antag | D2 antagonist | D1 PAM | D2 potentiator | D1 antagonist | TRHR enhancer | D1 ag
O=C(Cn1cc(SCc2cccc(Cl)c2)c2ccccc21)N1CCOCC1 | 0.7&-0.5 | -0.6%&1.2% | -27&0 | 3 | -2&-6 | -7&-3 | -11&-7 | -8&-6 | 1&11
CC(C)OC(=O)c1c(NC(=O)Cn2cnc([N+](=O)[O-])n2)sc2c1CCCC2 | -0.1 | 0.1% | -8 | 4 | -9 | 19 | 1 | -1 | 2

These rows are one share of the data. The share of hits here may be higher or lower than overall.
